RGS4 block – inhibitors of human RGS4. 310,000 tested, 0.45% active. HEK293 M3R/RGS4 inducible, Fluo-4 calcium flux; hits give high values; triggered by carbachol at its EC20. B-score at 10 µM;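 active = B-score, a plate-corrected calcium signal, over three deviations above library mean, with baseline fluorescence within five deviations of library mean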;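 note: RGS4 expression induced by doxycycline in cells with stable M3 receptor; B-score is computed from the integrated fluorescence ratio over baseline after carbachol; higher B-score means a larger calcium signal and so more RGS4 inhibition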
Target sequence (P49798 whole entry, looked up): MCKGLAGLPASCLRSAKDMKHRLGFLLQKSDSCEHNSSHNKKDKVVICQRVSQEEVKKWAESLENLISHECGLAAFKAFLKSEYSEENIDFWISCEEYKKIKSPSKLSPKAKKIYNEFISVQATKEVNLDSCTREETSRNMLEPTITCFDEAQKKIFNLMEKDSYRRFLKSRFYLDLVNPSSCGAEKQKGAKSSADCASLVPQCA
TMEM16A inh – inhibitors of mouse TMEM16A calcium-activated chloride channel; Q8BHY3; HEK293 TMEM16A/YFP iodide influx fluorescence, ionomycin; normalized B-score (activity score, 25-100; higher = stronger inhibition) at 10 µM; 310,000 tested, 1.2% active;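 active = ratio plate-corrected score three or more library SD toward inhibition, starting fluorescence score within five deviations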;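 note: score derived from kinetic fluorescence span divided by baseline fluorescence per well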
TRPC6 inhibitor – blocks the mouse TRPC6 cation channel | HEK293-TRPC6, membrane potential dye, ACh-evoked depolarization; hits give low values | 310,000 tested, 1.1% active | AID 2553 | B-score at 10 µM | Q61143;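 active = B-score under library mean minus 3 SD, initial fluorescence not abnormally high, positive integrated signal ratio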;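 note: B-score derived from integrated fluorescence ratio over the kinetic read; more negative B-score means stronger inhibition of depolarization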
RGS4 pot – potentiators or activators of RGS4; HEK293 M3R/inducible RGS4, carbachol calcium flux Fluo4; hits give low values; B-score at 10 µM; 310,000 tested, 0.92% active; AID 463111;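 active = B-score of the integrated calcium signal more than 4 SD below the library mean, with starting fluorescence not abnormally high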;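 note: negative B-score means reduced calcium response which marks RGS4 activation or potentiation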
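test system = HEK293 cells with stable M3R and inducible RGS4 | schedule = recording 10 s baseline at 1 Hz, 100 s post-agonist | technique = Fluo4-AM (2 µM) calcium-flux fluorescence, kinetic read | measure = Agonist-evoked peak-minus-minimum fluorescence over baseline, integrated ratio, B score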
TRPC6 activator – activators of mouse TRPC6 channel; AID 2550; 310,000 tested, 0.13% active; HEK293-TRPC6 membrane potential dye fluorescence; hits give high values; Q61143; B-score at 10 µM;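 active = B-score of the integrated fluorescence ratio above library mean plus 3 SD, and starting fluorescence ratio within library mean plus 5 SD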;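 note: higher score means more depolarization so channel activation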
SKKanGAS inh – blocks kanamycin growth of S. pyogenes SKKanGAS strain. inhibition, % at 7.5 µM. 300,000 tested, 1.3% active. AID 1662. BacTiter-Glo, 6 h;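 active = mean replicate score, as percent of positive control median, at least 50; inconclusive = mean below 50 but one replicate at or above 50; inactive = mean and every replicate below 50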;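 note: strain carries kanamycin resistance gene driven by streptokinase promoter and grows in 40 µg/ml kanamycin; loss of luminescence reflects streptokinase promoter inhibition or plain growth inhibition; 0% = median of DMSO wells and 100% = positive control at its reference dose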
MrgX1 PAM – allosterically activates human MrgX1 receptor signaling. B-score at 10 µM. Q96LB2. 310,000 tested, 0.63% active. MrgX1-HEK293, Fluo-4 calcium flux, FDSS; hits give high values;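 active = plate-corrected calcium response at least 3 library SD above typical, normal starting fluorescence, not activating the receptor alone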;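 note: compound read alongside a low EC10 to EC30 dose of BAM8-22 agonist; peak minus trough fluorescence over baseline measured at the second addition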
Target sequence (Q96LB2 whole entry, looked up): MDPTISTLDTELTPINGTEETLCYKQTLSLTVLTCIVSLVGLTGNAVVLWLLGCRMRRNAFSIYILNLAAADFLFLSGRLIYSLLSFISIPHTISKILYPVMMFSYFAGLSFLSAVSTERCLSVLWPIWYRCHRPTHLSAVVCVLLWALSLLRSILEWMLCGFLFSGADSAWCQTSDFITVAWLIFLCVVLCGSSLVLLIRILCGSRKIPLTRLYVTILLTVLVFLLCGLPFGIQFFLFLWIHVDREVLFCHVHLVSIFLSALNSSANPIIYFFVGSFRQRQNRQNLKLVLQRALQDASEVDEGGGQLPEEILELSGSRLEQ
MrgX1 ag – activates human MrgX1 receptor signaling; Q96LB2; MrgX1-HEK293 cells, Fluo-4 calcium fluorescence, agonist mode; hits give high values; B-score at 10 µM; 310,000 tested, 0.44% active;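 active = calcium response B-score plate-corrected fluorescence ratio at least 3 library SD, with starting fluorescence B-score inside 5 SD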
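Test system: HEK293 cells stably expressing human MrgX1 receptor; amount: 15,000 cells per well; doses: compound delivered in addition one of three; times: overnight plating before 1 h dye loading; detection: Fluo-4 NW calcium-flux fluorescence, kinetic read; read-out basis: B-scored fluorescence response ratio; controls: positive and negative controls per plate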
HDAC3 inhib – blocks human histone deacetylase 3. recombinant HDAC3, fluorogenic peptide/trypsin coupled, fluorescence. inhibition, % at 8.3 µM. 320,000 tested, 0.15% active. AID 2718; in the data active = inhibition above about 26%, passing the limit was not always enough; inconclusive = no clear call, values can overlap the other calls
Target sequence (O15379 whole entry, looked up): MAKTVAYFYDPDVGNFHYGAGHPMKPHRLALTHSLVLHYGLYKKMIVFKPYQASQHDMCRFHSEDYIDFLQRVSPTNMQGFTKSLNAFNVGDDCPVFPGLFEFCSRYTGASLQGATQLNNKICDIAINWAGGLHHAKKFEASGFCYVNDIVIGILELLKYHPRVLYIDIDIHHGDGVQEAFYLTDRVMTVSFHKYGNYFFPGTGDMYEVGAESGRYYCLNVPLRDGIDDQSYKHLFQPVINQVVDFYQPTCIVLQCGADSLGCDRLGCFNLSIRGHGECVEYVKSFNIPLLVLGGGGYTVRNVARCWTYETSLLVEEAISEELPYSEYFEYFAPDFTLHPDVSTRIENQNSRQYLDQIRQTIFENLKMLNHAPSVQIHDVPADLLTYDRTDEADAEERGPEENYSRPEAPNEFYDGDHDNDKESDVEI
TMEM16A act – activates or potentiates the mouse TMEM16A chloride channel; Q8BHY3; HEK293 TMEM16A/YFP-H148Q/I152L, iodide quench fluorescence; hits give low values; B-score at 10 µM; 340,000 tested, 0.3% active;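 active = fluorescence-ratio B-score plate-corrected deviation score at least 3 library SD below zero, with starting fluorescence score within 5 deviations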;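 note: channel opened by trigger with iodide after compound preincubation; score built on the fluorescence ratio of max minus min over baseline; more negative score means more quench and so TMEM16A activation or potentiation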
MrgX1 antag – human MrgX1 receptor antagonism, primary screen. MRGX1-HEK293 calcium flux, Fluo-4, BAM8-22 antagonism; hits give low values. B-score at 10 µM. 310,000 tested, 1.3% active. AID 588676;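 active = calcium-response B-score plate-corrected more than 3 library SD below zero, starting fluorescence within 5 deviations, no agonist response on first addition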;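 note: peak minus trough fluorescence over baseline after final BAM8-22 challenge near maximal dose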
* hit, by the source's call; i = inactive; ? = inconclusive; . = not tested or not shown.

SMILES | RGS4 block | TMEM16A inh | TRPC6 inhibitor | RGS4 pot | TRPC6 activator | SKKanGAS inh | MrgX1 PAM | MrgX1 ag | HDAC3 inhib | TMEM16A act | MrgX1 antag
Cc1ccc(C(=O)Oc2coc(CSc3nnc(NC(=O)c4cccs4)s3)cc2=O)cc1 | i | i | i | i | i | 20 | i | i | 4 | i | i
COC(=O)c1ccc(S(=O)(=O)N2Cc3ccccc3C2)cc1 | i | i | i | i | i | 6 | i | i | -4 | i | i
CCCCCNC(=O)c1ccc2c(=O)n(CCCOCC)c(=S)[nH]c2c1 | i | i | i | i | i | 4 | i | i | 2 | i | i
COc1ccc(-c2nnnn2C(C)C)cc1 | i | i | i | i | i | 4 | i | i | -3 | i | i
Cc1nc2ccccc2c2oc(C(=O)NCc3ccc4c(c3)OCO4)cc12 | i | i | i | i | i | -1 | i | i | . | i | i
CCOCCCNC(=O)CN1C(=O)COc2ccc(S(=O)(=O)N3CC(C)CC(C)C3)cc21 (centres undefined) | i | i | i | i | i | 3 | i | i | -1 | i | i
O=C(Cn1cc(-c2nnnn2-c2ccc(Cl)cc2)c(=O)c2ccccc21)c1ccccc1 | i | i | i | i | i | 2 | i | i | -10 | i | i
CSCC[C@H](NC(=O)N1CCn2c1nc1ccccc12)C(=O)N[C@H](Cc1ccccc1)C(=O)O | i | i | i | i | i | -2 | i | i | -5 | i | -7.6*
CSCCC(NC(=O)COc1ccccc1)C(=O)OCc1ccc([N+](=O)[O-])cc1 (centres undefined) | i | i | i | i | i | 4 | i | i | -4 | i | i
COC(=O)COn1c(SCC(=O)OC)nc2ccccc2c1=O | i | i | i | i | i | 0 | i | i | 0 | i | -4.6*
COCCCNC(=O)c1ccc(CS(=O)(=O)Cc2cccc(C)c2)o1 | i | i | i | i | i | 3 | i | i | -4 | i | i
Cc1ccc2c(c1)c(C1=c3ccccc3=NC1=O)c(O)n2C | i | i | i | i | i | -10 | i | i | -1 | i | i
CCC(C)n1c(C)nc2c(c1=O)c1nc3ccccc3nc1n2CCC1=CCCCC1 (centres undefined) | i | 25* | i | i | i | 40 | i | i | -4 | i | i
CC(=O)Nc1cc(NC(=O)CCCC(=O)O)ccc1Cl | i | i | i | i | i | 2 | i | i | -3 | . | i
COC(=O)COc1ccc(NC(=O)c2ccco2)cc1 | i | i | i | i | i | 8 | i | i | -2 | i | i
CCCCn1nnnc1NCc1cc(OC)c(OC)c(OC)c1 | i | i | i | i | i | -7 | i | i | -2 | i | i
CC(C)=C1SC(N2CCN(c3ccc(Cl)cc3)CC2)=NC1=O | i | i | i | i | i | 8 | i | i | -3 | i | i
O=C1NC(Cc2c[nH]c3ccccc23)C(=O)N1c1ccc(F)cc1 (centres undefined) | i | i | i | i | i | 0 | i | i | -2 | i | i
O=c1cc(N2CCOCC2)cnn1-c1ccccc1 | i | i | i | i | i | 4 | i | i | 6 | i | i
O=C(O)/C(=C\c1ccco1)NC(=O)c1ccccc1 | i | i | i | i | i | -7 | i | i | 4 | i | i
Cc1ccc2nc(NC(=O)CSc3ncnc4c3oc3ccccc34)sc2c1 | i | . | i | i | i | -5 | . | . | . | i | .
CCCCC(=O)N1CCCC(C(=O)OCC)C1 (centres undefined) | i | i | i | i | i | 5 | i | i | -8 | i | i
O=C(Oc1cccc(NC2=NS(=O)(=O)c3ccccc32)c1)c1cccnc1 | i | i | i | i | i | 6 | i | i | 3 | i | i
COc1ccc(OC)c(NC2c3ncccc3C(=O)N2Cc2ccco2)c1 (centres undefined) | i | i | i | i | i | 0 | i | i | . | i | i
Cc1ccc(C)c(S(=O)(=O)N2CCCC2CNC(=O)C(=O)NCc2ccccc2)c1 (centres undefined) | i | i | i | i | i | -4 | i | i | 1 | i | i
O=C(NCC(O)c1ccccc1)c1cccc(S(=O)(=O)N2CCOCC2)c1 (centres undefined) | i | i | i | i | i | -1 | i | i | 4 | i | i
COc1ccc(NC(=O)C2CC(=O)n3c(nc4ccccc43)N2)cc1 (centres undefined) | i | i | i | i | i | -12 | i | i | 1 | i | i
CC(C)(C)C#CCn1c(/C=[N+](\[O-])C2CCCCC2)nc2ccccc21 | i | i | i | i | i | 7 | i | i | 7 | i | i
COc1ccccc1N1CCN(C(=O)CSc2nc3ccccc3nc2N2CCC(C)CC2)CC1 | i | i | i | -7.7* | i | 33 | i | i | 1 | i | i
COc1ccc(/C=N/Nc2ncnc3c2[nH]c2ccc(C)cc23)c(OC)c1OC | i | i | i | i | i | 1 | i | i | 5 | i | i
CN1CCN(C(=S)Nc2ccc(Oc3ccccc3)cc2)CC1 | i | i | i | i | i | 3 | i | i | 1 | i | i
COC(=O)c1cc(C(=O)N(Cc2ccccc2)c2ccccn2)cc([N+](=O)[O-])c1 | i | i | i | i | i | 0 | i | i | 2 | i | i
COc1cc2c(cc1OC)C(Nc1ccc(S(N)(=O)=O)cc1)=NC(C)(C)C2 | i | i | i | i | i | -4 | i | i | -2 | i | i
c1ccc(C2C3=C(CCCC3)Nc3ncnn32)cc1 (centres undefined) | i | i | i | i | i | -3 | i | i | 5 | i | i
Cc1cc(NC(=O)C(C)SCC(=O)OCC(=O)N(Cc2ccccc2)C(C)(C)C)no1 (centres undefined) | i | i | i | i | i | -3 | i | i | -5 | i | i
Cc1cccc(CSC2=NCCN2C(=O)c2ccco2)c1 | i | i | i | i | i | 10 | i | i | ? | i | i

Shown comma-delimited: four of the compounds above
canonical_smiles,RGS4 block,TMEM16A inh,TRPC6 inhibitor,RGS4 pot,TRPC6 activator,SKKanGAS inh,MrgX1 PAM,MrgX1 ag,HDAC3 inhib,TMEM16A act,MrgX1 antag
Cc1cc(NC(=O)C(C)SCC(=O)OCC(=O)N(Cc2ccccc2)C(C)(C)C)no1 (centres undefined),i,i,i,i,i,-3,i,i,-5,i,i
Cc1cccc(CSC2=NCCN2C(=O)c2ccco2)c1,i,i,i,i,i,10,i,i,?,i,i
CN1CCN(C(=S)Nc2ccc(Oc3ccccc3)cc2)CC1,i,i,i,i,i,3,i,i,1,i,i
COc1ccc(/C=N/Nc2ncnc3c2[nH]c2ccc(C)cc23)c(OC)c1OC,i,i,i,i,i,1,i,i,5,i,i

Following part
SMILES | RGS4 block | TMEM16A inh | TRPC6 inhibitor | RGS4 pot | TRPC6 activator | SKKanGAS inh | MrgX1 PAM | MrgX1 ag | HDAC3 inhib | TMEM16A act | MrgX1 antag
Cc1ccnc(Sc2nc3c(c(=O)[nH]c(=O)n3C)n2CCCc2ccccc2)n1 | i | i | i | i | i | -2 | i | i | . | i | i
O=C(NCCc1ccncc1)Nc1ccccc1Cl | i | i | i | i | i | -5 | i | i | -3 | i | i
O=C(Cc1ccc(-c2ccccc2)cc1)NC(c1ccccc1)c1ccccc1 | i | i | i | i | i | 9 | i | i | . | i | i
CCOc1ccc(-n2c(=O)c3c(C)c(C)sc3n(CC(=O)NCc3ccco3)c2=O)cc1 | . | i | . | . | . | . | i | i | 2 | i | i
CC1(C)CC(=O)C(N=Nc2cccnc2)=C(O)C1 | i | i | i | i | i | -12 | i | i | -2 | i | i
CCN(CC)C(=O)Cn1cc(C(=O)C(=O)NCC2COc3ccccc3O2)c2ccccc21 (centres undefined) | i | i | i | i | i | . | i | i | 3 | i | i
CC(NC(=O)/C=C/c1ccc(Br)cc1)c1ccc(Cl)cc1 (centres undefined) | i | i | i | i | i | -5 | i | i | 1 | i | i
Cc1cc(OCC(=O)Nc2ccncc2)ccc1[N+](=O)[O-] | i | i | i | i | i | 1 | i | i | . | i | i
CCn1cc(CCCC(=O)NCc2ccc(OC)cc2)c2ccccc21 | i | i | i | i | i | 2 | i | i | 13 | i | i
C=C(C)CNC(=S)NNC(=O)CCn1c2cc(Cl)ccc2c2ccc(Cl)cc21 | i | i | i | i | i | 31 | i | i | 6 | i | i
C[n+]1cc[nH]c1SCC(=O)c1ccccc1 | i | i | i | i | i | -3 | i | i | 3 | i | i
CCOc1cccc(/C=N/NS(=O)(=O)c2ccc(C)c([N+](=O)[O-])c2)c1O | i | i | i | i | i | 3 | i | i | -1 | i | i
COc1ccc(OCc2cc(C(=O)NC(C)Cc3cccnc3)no2)c(Cl)c1 (centres undefined) | i | i | i | i | i | -2 | i | i | -5 | i | i
CC(C)c1ccc(NC(=O)COc2ccc(F)cc2C(=O)c2cnn(-c3ccccc3)c2)cc1 | i | i | i | i | i | -2 | i | i | 5 | i | -5.3*
O=C(NCc1cccs1)c1cc(-c2ccccn2)nc2ccc(Br)cc12 | i | i | i | i | i | -10 | i | i | 1 | i | i
Cc1nc(NC(=O)CSc2nncs2)c(Cl)cc1Cl | i | i | i | i | i | -12 | i | i | -5 | i | i
CC(=O)c1cccc(NC(=O)c2ccc3c(Cl)c4c(nc3c2)CCCC4)c1 | i | i | i | i | i | -1 | i | i | -5 | i | i
Cc1cccc(N/C(N)=N/c2nc(C)cc(C)n2)c1 | i | i | i | i | i | -2 | i | 69* | -2 | i | i
CCc1ccc(NC(=O)CSc2ccc(-c3ccco3)nn2)cc1 | i | i | i | i | i | -4 | i | i | 4 | i | i
CCC1(CC)NC(=O)N(CC(=O)OCC(=O)Nc2ccc(C(F)(F)F)cc2)C1=O | i | i | i | i | i | 17 | i | i | 4 | i | i
O=C(O)CCCCCN1C(=O)C2CCCCC2C1=O (centres undefined) | i | i | i | i | i | 1 | i | i | -6 | i | i
O=C(CSc1nnc(CNC(=O)c2cccs2)o1)Nc1ccccc1 | i | i | i | i | i | -6 | i | i | -2 | i | i
COc1cc(OC)c(C(=O)Nc2cccc3ccccc23)cc1OC | i | i | i | i | i | -8 | i | i | -6 | i | i
O=S(=O)(c1ccccc1)N1CCN=C1SCc1ccc(Cl)cc1 | i | 25* | i | i | i | -9 | i | i | 2 | i | i
C/C(=C\c1ccc(C)o1)C(=O)c1c(C)cc(C)[nH]c1=O | i | i | i | i | i | -2 | i | i | 4 | i | i
COCCN(C(=O)COC(=O)Cc1cccc(OC)c1)c1c(N)n(CC(C)C)c(=O)[nH]c1=O | i | i | i | i | i | 4 | i | i | -1 | i | i
O=C(COC(=O)/C=C/c1ccccc1)Nc1ccc(Cl)cn1 | i | i | i | i | i | -9 | i | i | -2 | i | i
